Bioassay records from PubChem.
DT40 TDP1 CPT = DT40-hTDP1 cell growth loss with CPT; chicken DT40 Tdp1-/-;hTDP1 cells + 20 nM CPT, ATP luminescence, 48 h; Potency, µM (highest dose often 46.2 µM), for inactives: at the top dose activity change, negative = growth inhibition, most hits filed as inhibitors; hit rate 12% among 420,000; note: nearly all actives have a fitted effect of over 55% in size
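Chicken DT40 Tdp1-/- cells stably complemented with human TDP1 were seeded at 400 cells/well in medium containing 20 nM camptothecin, exposed to pin-transferred compounds, and grown at 37 °C for at least 48 hr. Viability was read as ATP luminescence.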
FEN1 inh = blocks human flap endonuclease 1; hit rate 0.35% among 390,000; P39748; Recombinant FEN1 flap cleavage, fluorescence, 15 min; AID 588795; Potency, µM (top dose mostly 114 µM), without a hit: at the top dose activity change, negative = inhibition, usual class: inhibitors; note: nearly all actives have a fitted effect of over 65% in size
Target sequence (P39748 whole entry, looked up): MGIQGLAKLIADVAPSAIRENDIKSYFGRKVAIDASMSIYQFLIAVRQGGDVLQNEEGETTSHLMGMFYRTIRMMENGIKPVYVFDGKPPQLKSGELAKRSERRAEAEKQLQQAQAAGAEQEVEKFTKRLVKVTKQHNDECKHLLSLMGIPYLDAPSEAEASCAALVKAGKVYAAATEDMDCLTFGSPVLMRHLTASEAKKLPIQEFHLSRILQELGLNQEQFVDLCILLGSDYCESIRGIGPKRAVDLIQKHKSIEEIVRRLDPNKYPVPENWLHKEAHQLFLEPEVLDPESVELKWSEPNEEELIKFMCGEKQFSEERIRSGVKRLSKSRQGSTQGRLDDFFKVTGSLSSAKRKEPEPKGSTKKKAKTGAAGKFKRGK
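Reaction started by adding substrate (50 nM final) to 10 nM enzyme after 15 min room-temperature compound preincubation. Reads at 0 and 15 min, with data normalized and fitted to a four-parameter Hill equation.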
GCN5L2 inh = GCN5L2 (KAT2A) acetyltransferase inhibition; Q92830; GCN5L2 HAT assay, ThioGlo1 CoA-SH fluorescence; Potency, µM (titrated, usually from 58.9 µM), inactives show top-dose activity change, negative = inhibition, most hits filed as inhibitors; hit rate 0.21% among 390,000; AID 504327
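Fluorescence readout, Ex340nm/Em540nm: ThioGlo1 (50uM final) reacts with free CoA thiol released as 20nM GCN5L2 acetylates H3(1-25) peptide (75uM) using acetyl-CoA (70uM). Compound and enzyme sat 15 min beforehand; 20 min room-temperature reaction.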
An asterisk follows results filed as active; ? = inconclusive; / = no result given; & = joins results of further samples. Calls come from the whole dose curve; as a rule, active = well fitted curve in the direction sought with a large enough effect; inconclusive = small, poorly fitted or top-dose-only effect, or another doubt; inactive = no such curve, though single readings can be large; an effect the other way counts as inactive or inconclusive. % is set by controls: 0 for no effect and ±100 for the full control effect; potency is the fitted concentration of half-maximal effect. This is a subset. The share of hits here may be higher or lower than overall.

no.	SMILES	DT40 TDP1 CPT	FEN1 inh	GCN5L2 inh
1	Cc1ccc(CSc2nnc(-c3ccc(NC(=O)CCc4ccccc4)cc3)n2C)cc1	?	16%	/
2	Cc1ccc(C(=O)NC(=S)Nc2ccc3c(c2)OCCO3)c(C)c1	?	10%	-11%
3	COc1ccc(C(=O)NCc2cccs2)cc1S(=O)(=O)N1CCOCC1	-10%	7%	-1%
4	COC(=O)c1ccc(CNC(=O)COC(=O)Cc2ccsc2)cc1	-3%	-10%	-9%
5	CC1CCC(NC(=O)c2cccn2C)CC1 (stereo unspecified)	-26%	-2%	/
6	CN(NC(=O)Nc1ccc(Cl)cc1)c1c(Cl)c(Cl)nn1C	-22%	-2%	-5%
7	COc1ccc2c(Cn3cnc4cc([N+](=O)[O-])ccc4c3=O)cc(=O)oc2c1	5.2µM*	-1%	-11%
8	COc1ccc(C(=O)NCC(c2cccnc2)N2CCN(c3ccccc3)CC2)cc1OC (stereo unspecified)	?	-6%	-3%
9	O=C(O)c1ccc2c(c1)ncn2C1CCCC1	-5%	-4%	-2%
10	COc1ccc(Cc2nn3c(-c4ccccc4Br)nnc3s2)cc1	?	-6%	-3%
11	COc1cc(Nc2cccc[n+]2C)cc(OC)c1OC	16%	-9%	-10%
12	C=CCOc1ccccc1/C=c1\sc2nc(-c3oc4ccccc4c3C)nn2c1=O	2%	-3%	/
13	CCCCCCOC(=O)C(C#N)c1nc2ccccc2nc1N1CCOCC1 (stereo unspecified)	?	5%	-11%
14	CCCN1CCC(N(C)CCc2ccc(OC)c(OC)c2)CC1	-27%	3%	-5%
15	Cc1ccccc1CN1CCN(CC(=O)NCCCN2CCN(c3ccc(F)cc3)CC2)C1=O	16µM*	1%	41%
16	Cc1ccc(C(=O)COC(=O)CCC(=O)Nc2ccc(Oc3cc(C)ccc3C(C)C)cc2)cc1	?	-28%	-16%
17	CC(C)(C)NC(=O)COC(=O)Cc1ccc(Cl)cc1	-1%	-4%	0%
18	COCCN1C=C2C(=O)C(C)(OC(=O)CCc3ccccc3)C(=O)C=C2C=C1c1ccc(C#N)cc1 (stereo unspecified)	?	-6%	-10%
19	CCN(CC)CCNc1nc(-n2nc(C)cc2C)nc2sc3c(c12)CC(C)(C)OC3	?	-5%	-5%
20	O=C(O)CCCCC1SCC2NC(=O)NC21 (stereo unspecified)	5%&-7%	1%	-10%&-6%&1%

Record cards (already shown). Screens in order: DT40 TDP1 CPT	FEN1 inh	GCN5L2 inh
C=CCOc1ccccc1/C=c1\sc2nc(-c3oc4ccccc4c3C)nn2c1=O in the list: 2%	-3%	/
O=C(O)CCCCC1SCC2NC(=O)NC21 (stereo unspecified) in the list: 5%&-7%	1%	-10%&-6%&1%
COc1cc(Nc2cccc[n+]2C)cc(OC)c1OC in the list: 16%	-9%	-10%
Cc1ccccc1CN1CCN(CC(=O)NCCCN2CCN(c3ccc(F)cc3)CC2)C1=O in the list: 16µM*	1%	41%

Next part
no.	SMILES	DT40 TDP1 CPT	FEN1 inh	GCN5L2 inh
21	CCOc1ccc(N(C(=O)Cn2nnc3ccccc32)C(C(=O)NCc2ccccc2)c2ccc(OC)cc2)cc1 (stereo unspecified)	-28%	23%	-2%
22	COc1ccc(NCc2nnc(SCC(=O)NCc3ccccc3)n2-c2ccccc2OC)cc1	6%	5%	-8%
23	CCOC(=O)CCCSc1nc2sc3c(c2c(=O)[nH]1)CCC3	-12%	-12%	-2%
24	COc1cccc(-c2noc(CCC(=O)Nc3cccnc3)n2)c1	?	4%	-6%
25	O=C(NCc1ccccc1)N1CCC(Cc2ccccc2)CC1	?	-1%	?
26	COc1cc(-c2noc(C)c2C(=O)NCc2ccc3c(c2)OCO3)cc(OC)c1OC	?	0%	-2%
27	Cc1nc(N2CCN(C(=O)c3ccco3)CC2)c(C#N)c2c1CCCC2	0%	-3%	-4%
28	Cc1cc(NC(=O)c2ccc3c(c2)C(=O)N(C2CCCCC2)C3=O)no1	?	7%	0%
29	Cc1ccc(NS(=O)(=O)c2cc(C(=O)NCc3ccccn3)ccc2Cl)cc1	-8%	2%	-1%
30	Cc1cc(NC(=O)c2ccc(C#N)cc2)n(-c2ccccn2)n1	-19%	-5%	-5%
31	O=S(=O)(c1ccccc1)N(CC1CO1)c1cccc2ccccc12 (stereo unspecified)	21µM*	7%	3%
32	O=[N+]([O-])c1cccc(S(=O)(=O)N/N=C\c2ccc3c(c2)OCO3)c1	0%	-6%	-2%
33	COc1ccc(C2=NO[C@@H]3C(=O)N(Cc4ccccc4)C(=O)[C@H]23)cc1OC	4%	-3%	-6%
34	OC1O[C@H](c2ccc3c(c2)OCO3)[C@H]2CO[C@H](c3ccc4c(c3)OCO4)[C@@H]12 (stereo partly specified)	?	8%	0%
35	CC(C)=C1C2CCC1C1C(=O)N(c3nccs3)C(=O)C21 (stereo unspecified)	5%	1%	4%
36	Cn1c(=O)c2cc(S(=O)(=O)N3CCC(c4ccccc4)CC3)ccc2n(C)c1=O	-17%	-14%	-4%
37	CNC(=O)/C(C#N)=C/c1c(N2CCN(c3ccccc3)CC2)nc2c(C)cccn2c1=O	?	2%	-3%
38	Cc1oc(CC(C)C)cc1C(=O)Nc1cccc2ccccc12	-29%	-18%	-6%
39	O=C(COC(=O)c1ccc(F)c([N+](=O)[O-])c1)NC(=O)NCc1ccccc1	21µM*	-10%	-9%
40	Cc1ccc(-c2nnc(Nc3ccc(O)cc3)c3ccccc23)cc1S(=O)(=O)NCC1CCCO1 (stereo unspecified)	?	-6%	-3%

The final 2 entries of the part above are carried over, then new ones follow:
no.	SMILES	DT40 TDP1 CPT	FEN1 inh	GCN5L2 inh
39	O=C(COC(=O)c1ccc(F)c([N+](=O)[O-])c1)NC(=O)NCc1ccccc1	21µM*	-10%	-9%
40	Cc1ccc(-c2nnc(Nc3ccc(O)cc3)c3ccccc23)cc1S(=O)(=O)NCC1CCCO1 (stereo unspecified)	?	-6%	-3%
41	COc1ccc(-c2c(=O)n(OCc3ccccc3[N+](=O)[O-])c3ccccc3[n+]2[O-])c(OC)c1	?	-7%	-13%
42	CCOc1ccc(S(=O)(=O)N(C)c2ccc(OCC(=O)NCC3CCCO3)cc2)cc1 (stereo unspecified)	-8%	2%	-1%
43	COc1ccc(CCN2CC(C(=O)NCCc3ccccc3C(F)(F)F)CCC2=O)cc1 (stereo unspecified)	-13%	-9%	-19%
44	CC1CCCN(C(=O)CN2C(=O)c3ccccc3C2=O)C1 (stereo unspecified)	6%	-17%	-4%
45	CCCCN1CC[C@H]2C=CC[C@@H](C(=O)NCCc3ccccc3)[C@H]2C1=O	-13%&-25%	6%&18%	/
46	COc1ccc(Cn2cc(S(=O)(=O)c3ccc(Cl)cc3)c(=O)c3cc4c(cc32)OCO4)cc1	3%	-8%	-3%
47	Cc1cc2ncn(S(=O)(=O)c3ccc(F)cc3)c2cc1C	-7%	-13%	-6%
48	CCOc1ccccc1Nc1nc2ccc(C)cc2n2cnnc12	?	-6%	-1%
49	Cc1ccccc1NC(=O)c1sc2nc[nH]c(=O)c2c1C	?	-2%	14%
50	COc1cc(CCC(=O)OCC(=O)Nc2ccc(C)cc2Cl)cc(OC)c1OC	18%	-7%	-3%
51	CC1CN(C(=S)NC(=O)c2ccc(Cl)cc2)CC(C)O1 (stereo unspecified)	?	-5%	-18%
52	O=C1CN(C(=O)COc2ccccc2F)c2ccccc2N1	7%	-5%	0%
53	CCc1ccc(-c2cc(C(F)(F)F)n3nc(C(=O)Nc4cnn(Cc5ccc(C)cc5)c4)cc3n2)s1	5µM*	14%	1%
54	CS(=O)(=O)NCCSc1nnnn1-c1ccccc1	5%	9%	-7%
55	CC1(C)CC(=O)c2sc(NC(=O)CN3CCOCC3)nc2C1	-6%	-1%	0%
56	Cc1ccc(/C=C/C(=O)OCC(=O)NCc2ccc(Cl)cc2)o1	1%	2%	-1%
57	COc1ccc(NC(=O)C2=NN(C3CCS(=O)(=O)C3)C(=O)CC2)cc1S(N)(=O)=O (stereo unspecified)	1%	7%	-7%
58	CCC(C)(C)NC(=O)C(c1ccc(F)cc1)N(CCOC)C(=O)CCC(=O)Nc1nccs1 (stereo unspecified)	0%	0%	-4%
59	Cc1ccc(C(=O)O/N=C(\N)c2ccccn2)c(C)c1	?	0%	-12%
60	Cc1ccccc1CNC(=O)c1ccccc1NS(C)(=O)=O	0%	10%	-1%
61	COc1ccc2c(C=O)cn(C)c2c1	-2%	-7%	2%
62	CC1CCCN(C(=O)COC(=O)COc2ccc(Cl)cc2)C1 (stereo unspecified)	-1%	6%	-3%
63	CCOc1ccc(CC(=O)NCCc2csc(-c3ccc(C(F)(F)F)cc3)n2)cc1	/	22%	-4%
64	CN(C(=O)c1ccccc1C(=O)OCC(=O)NCc1ccccc1)C1CCCCC1	-10%	10%	-3%
65	COc1ccc2c(c1)-c1c(ssc1=S)C(C)(C)N2S(=O)(=O)c1ccc(C)cc1	15µM*	-2%	1%
66	CCCCNC(=S)N(C)/N=C/c1c(F)c(F)c(F)c(F)c1F	-1%	-4%	-5%
67	O=C(NCc1cccnc1)C1CCCN(S(=O)(=O)c2ccc(Br)cc2)C1 (stereo unspecified)	-19%	-2%	/
68	Cc1ccc(S(=O)(=O)N(CC(=O)Nc2ccc(Cl)cc2)C(=O)N2CCN(C)CC2)cc1	?	8%	-17%
69	CCOC(=O)N1CCN(C(=O)CCl)CC1	?	-1%	-2%
70	CCOc1ccccc1N1C(=O)c2ccc(S(=O)(=O)c3ccc(C(=O)O)cc3)cc2C1=O	1%	-4%	-2%
71	O=C(NCC1COc2ccccc2O1)c1ccco1 (stereo unspecified)	-15%	22%	-4%
72	COc1ccccc1CNC(=O)CCC(=O)N1CC(C)Sc2ccccc21 (stereo unspecified)	18µM*	16%&0%	0%&-3%
73	CC1(NC(=O)CSc2nnc(-c3c[nH]c4ccccc34)n2C2CC2)CCS(=O)(=O)C1 (stereo unspecified)	-10%	-12%	2%
74	COc1ccc(C2c3[nH]c4ccccc4c3C[C@H]3C(=O)N(C4CCN(Cc5ccccc5)CC4)CC(=O)N23)cc1OC (stereo partly specified)	21µM*	7%	4%
75	COc1ccc(N2CSC3=C(C#N)C(c4cccc(OC)c4OC)CC(=O)N3C2)cc1 (stereo unspecified)	?	-20%	?
76	COc1ccc(CNC(=O)CN(Cc2ccccc2)C(=O)c2csnn2)cc1	-19%	-2%	1%
77	CC(C)NC(=O)Nc1ccc(Br)cc1Cl	13%	0%	-3%
78	Cc1cccc(CC(=O)NC2CCS(=O)(=O)C2)c1 (stereo unspecified)	16%	-4%	-2%
79	O=C(COC(=O)/C=C/c1ccc(Cl)cc1)NC1CCCC1	-17%	6%	0%
80	O=C(/C=C/c1ccccc1)CCN1CCCCC1	1.2µM*	-3%	/

Excerpt, compounds 29–30
no.	SMILES	DT40 TDP1 CPT	FEN1 inh	GCN5L2 inh
29	Cc1ccc(NS(=O)(=O)c2cc(C(=O)NCc3ccccn3)ccc2Cl)cc1	-8%	2%	-1%
30	Cc1cc(NC(=O)c2ccc(C#N)cc2)n(-c2ccccn2)n1	-19%	-5%	-5%

Additional compounds.
no.	SMILES	DT40 TDP1 CPT	FEN1 inh	GCN5L2 inh
81	O=[N+]([O-])c1cc(CN2CCOCC2)c2cccnc2c1O	?	28µM*	?
82	Clc1ccc(OCCN2CCN(c3ncnc4sccc34)CC2)cc1	0.58µM*	-25%	-3%
83	CC(=O)Nc1ccc(NC(=O)C(C)OC(=O)c2ccc(-n3cnnn3)cc2)cc1 (stereo unspecified)	2%	-5%	2%
84	CN(C)c1ccc(N=Cc2ccncc2)cc1	6.3µM*	-3%	/
85	CC(=O)Nc1cccc2c1C(=O)N(c1ccc(OC(C)=O)cc1)C2=O	2%	-4%	-2%
86	O=C(Nc1ccc(F)c(F)c1)C(c1ccccc1)N1Cc2ccccc2C1=O (stereo unspecified)	?	-6%	-10%
87	O=C(CC1NCCNC1=O)Nc1cccc([N+](=O)[O-])c1 (stereo unspecified)	?	15%	-7%
88	COc1cccc(CSc2nc3ccccc3cc2C=O)c1	1.2µM*	-15%	-12%
89	CC(=O)c1ccc(Nc2nc3ccc(C)cc3n3cnnc23)cc1	5%	7%	-2%
90	CC(C)(Oc1ccc(Cl)cc1)C(=O)N1CCC(C(N)=O)CC1	20%	1%	6%
91	CC(C)(CSc1nncn1N)NS(=O)(=O)c1ccc(Cl)cc1	-19%	0%	-3%
92	O=C(NC1CCCC1)c1cnn(-c2ccc(F)cc2F)c1C1CCNCC1	-24%	-7%	-2%
93	CN(C)C(CNc1ccc(S(C)(=O)=O)cc1[N+](=O)[O-])Cc1ccccc1 (stereo unspecified)	0%	-2%	-5%
94	COc1ccc(CN2CCN(Cc3ccccc3C(F)(F)F)CC2)c(OC)c1	?	9%	1%
95	COc1cccc(C=NNC(=O)c2ccncc2)c1O	0.92µM*	-9%	/
96	O=C(OCc1cccc(C(F)(F)F)c1)c1ccc[nH]c1=O	8%	-5%	-5%
97	CCCc1cc(-c2nc(-c3ccc(Br)cc3)cs2)ccn1	?	-2%	-7%
